BLM helicase inh: blocks DNA unwinding by human BLM helicase. 350,000 compounds, 0.2% hits. recombinant BLM DNA unwinding, fluorescence dequenching. AID 2528. P54132. Potency, µM (titrated, usually from 56.1 µM), for inactives: top-dose activity change, negative = inhibition, hits mostly inhibitors;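 note: potency is the fitted concentration of half-maximal effect; plate controls were vehicle for no effect and no enzyme for full effect; nearly all actives have a fitted effect of over 35% in size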
APE1 inh: blocks human APE1 abasic DNA cleavage; P27695; recombinant APE1, TAMRA/BHQ-2 abasic DNA cleavage fluorescence; Potency, µM (titrated, usually from 65.8 µM), for the others: top-dose activity change, negative = inhibition, actives largely listed as inhibitors; 350,000 compounds, 0.35% hits; AID 2517;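 note: potency is the fitted concentration of half-maximal effect; plate controls were vehicle for no effect and reference inhibitor for full effect; nearly all actives have a fitted effect of over 55% in size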
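Endonuclease cleavage of a quenched abasic-site DNA duplex (50 nM) by APE1 (0.75 nM) was tracked by TAMRA dequenching. Compounds were preincubated with enzyme 15 min at room temperature; data normalized to buffer-only and DMSO wells plus NSC13755 control.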
Pol kappa inh: inhibitors of human DNA polymerase kappa | Q9UBT6 | purified Pol kappa, fluorescent DNA synthesis assay, 10 min | Potency, µM (top dose mostly 107 µM), for inactives: top-dose activity, negative = inhibition, usual class: inhibitors | 400,000 compounds, 0.53% hits | AID 588579; note: potency is the fitted concentration of half-maximal effect; % is set by controls: 0 for no effect and ±100 for the full control effect
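Readout: fluorescence, taken kinetically at 0 and 10 min. Conditions: 10 nM Pol kappa, 15 min RT compound preincubation, 50 nM substrate final. Controls: enzyme-free buffer wells.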
Pol beta inh: blocks human DNA polymerase beta activity; P06746; Pol beta primer extension/strand displacement, fluorescence kinetic; Potency, µM (doses to about 114 µM), without a hit: at the top dose activity change, negative = inhibition, most hits filed as inhibitors; 340,000 compounds, 1.3% hits; AID 485314; note: potency is the fitted concentration of half-maximal effect; % is set by controls: 0 for no effect and ±100 for the full control effect
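10 nM enzyme + cpd, 15 min RT; start with substrate 50 nM final; read 0 min and after 10 min RT. Corrected, normalized data; 4-parameter Hill curve fit.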
Apoferritin bind: binds horse apoferritin like a general anesthetic; P02791; apoferritin/1-aminoanthracene competitive binding, fluorescence; Potency, µM (doses to about 77.5 µM), inactives show top-dose activity change, negative = displacement, usual class: inhibitors; 350,000 compounds, 0.074% hits; note: potency is the fitted concentration of half-maximal effect; % is set by controls: 0 for no effect and ±100 for the full control effect; nearly all actives have a fitted effect of over 20% in size
Target sequence (P02791 2-175 limits assumed): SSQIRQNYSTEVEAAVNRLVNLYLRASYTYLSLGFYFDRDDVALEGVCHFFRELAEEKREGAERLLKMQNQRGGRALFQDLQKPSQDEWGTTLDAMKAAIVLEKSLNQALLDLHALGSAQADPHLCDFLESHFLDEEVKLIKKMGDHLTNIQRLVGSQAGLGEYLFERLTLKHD
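In PBS, apoferritin at 10 uM is loaded with 1-AMA from a 50% saturated solution. After 10 min of compound exposure at ambient temperature, reduced 535 nm fluorescence indicates probe displacement.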
POLI inh: inhibitors of human DNA polymerase iota. Q9UNA4. Pol iota fluorescent replication assay, 10 min. Potency, µM (highest dose often 115 µM), for the others: at the highest dose activity, negative = inhibition, actives largely listed as inhibitors. 390,000 compounds, 1% hits; note: potency is the fitted concentration of half-maximal effect
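Fluorescent replication assay read twice, at 0 min and 10 min after adding 50 nM (final) substrate. Enzyme (10 nM) and compounds were first incubated 15 min at room temperature; enzyme-free buffer wells were negative controls.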
ERG-DNA inh: blocks human ERG Ets domain binding to DNA. P11308. fluorescence polarization, His-ERG Ets domain / labelled DNA. Potency, µM (doses to about 76.9 µM), inactives show top-dose FP activity, negative = inhibition, hits mostly inhibitors. 370,000 compounds, 0.028% hits; active = well fitted inhibition curve with a large enough effect in the polarisation, with a control signal flat; inconclusive = small, poorly fitted or top-dose-only effect, or effect the other way, or a change in a side signal; inactive = no such curve, though single readings can be large or run the other way; the % refers to the polarisation;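 note: polarization taken with two DNA probes labelled with fluorescein and Texas red; potency is the fitted concentration of half-maximal effect; % of control where 0% means no effect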
Target sequence (P11308 whole entry, looked up, the tested form may be a part): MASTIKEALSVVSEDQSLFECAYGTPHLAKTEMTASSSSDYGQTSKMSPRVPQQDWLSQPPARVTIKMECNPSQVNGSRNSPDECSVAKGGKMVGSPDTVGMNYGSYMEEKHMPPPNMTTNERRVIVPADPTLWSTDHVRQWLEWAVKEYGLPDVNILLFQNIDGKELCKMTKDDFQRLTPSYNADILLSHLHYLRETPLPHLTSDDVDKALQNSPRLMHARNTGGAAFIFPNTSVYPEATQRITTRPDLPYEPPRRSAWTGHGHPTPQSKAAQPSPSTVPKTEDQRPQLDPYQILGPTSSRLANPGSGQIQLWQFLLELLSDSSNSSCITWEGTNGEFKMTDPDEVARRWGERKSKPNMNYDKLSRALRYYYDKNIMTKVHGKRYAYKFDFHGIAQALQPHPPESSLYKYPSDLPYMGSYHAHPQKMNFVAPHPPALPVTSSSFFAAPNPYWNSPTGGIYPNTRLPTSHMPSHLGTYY
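His-tagged ERG Ets domain (1 uM in the protein solution; 300mM KCl, 50mM Tris-HCl, 1mM EDTA, 1mM DTT, pH 7.5) received compound, then a probe mix of 5 nM fluorescein-DNA and 100nM Texas-615-DNA. Fluorescence polarization was read for both dyes.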
ALOX12 inh: inhibitors of human 12S-lipoxygenase ALOX12. purified 12hLO, xylenol orange hydroperoxide absorbance. Potency, µM (top dose mostly 108 µM), inactives show at the highest dose activity change, negative = inhibition, actives largely listed as inhibitors. 580,000 compounds, 1.1% hits; note: potency is the fitted concentration of half-maximal effect; % is set by controls: 0 for no effect and ±100 for the full control effect
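Hydroperoxide product was detected by ferrous iron/xylenol orange as the 573 to 405 nm absorbance ratio. Arachidonic acid at 40 uM (final) was turned over for 30 min at room temperature by 150 nM human 12hLO, pH 7.0 Hepes buffer, after 15 min compound preincubation.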
TRHR ag: TRH receptor (human) agonism | P34981 | TRHR cells, calcium flux fluo-8, FDSS agonist mode | activation, % at 2 µM | 360,000 compounds, 0.18% hits | AID 493084; in the data active = activation above about 30%; note: 0% is about no effect
Target sequence (P34981 whole entry, looked up): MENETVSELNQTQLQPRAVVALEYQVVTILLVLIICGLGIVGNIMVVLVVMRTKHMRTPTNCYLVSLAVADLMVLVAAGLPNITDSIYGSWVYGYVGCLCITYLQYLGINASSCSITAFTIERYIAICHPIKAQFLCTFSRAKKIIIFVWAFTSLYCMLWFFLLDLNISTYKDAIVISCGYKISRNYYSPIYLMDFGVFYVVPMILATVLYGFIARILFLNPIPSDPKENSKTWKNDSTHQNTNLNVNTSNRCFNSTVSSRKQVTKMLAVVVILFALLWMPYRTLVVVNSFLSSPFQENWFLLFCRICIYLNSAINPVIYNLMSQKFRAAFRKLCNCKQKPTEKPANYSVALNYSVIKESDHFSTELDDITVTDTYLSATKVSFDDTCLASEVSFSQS
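In this calcium-flux screen, cells bearing human TRHR are dye-loaded with fluo-8, baselined for 10 cycles, then exposed to library compounds; positive kinetic calcium responses during the agonist phase mark hits, with TRH as control.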
* = called active by the depositor; ? = inconclusive; nt = no result given; & = joins results of further samples; [ ] = remark or other dose. Unless noted, calls come from the whole dose curve; as a rule, active = well fitted curve in the direction sought with a large enough effect; inconclusive = small, poorly fitted or top-dose-only effect, or another doubt; inactive = no such curve, though single readings can be large; an effect the other way counts as inactive or inconclusive.

SMILES	BLM helicase inh	APE1 inh	Pol kappa inh	Pol beta inh	Apoferritin bind	POLI inh	ERG-DNA inh	ALOX12 inh	TRHR ag
CNC(=O)CN(c1ccc(OC)cc1)S(=O)(=O)c1ccc(F)cc1	0.3%	6.9%	2.3%	-5.0%	6.0%	-6.8%	-2.5%	0.0%	-0.1
C/C(=N/Nc1ccnc2cc(Cl)ccc12)c1ccc(O)cc1	nt	-21.2%	8.9%	nt	nt	-8.1%	11.4%	?	-0.1
C=CCn1c(C)cc(C(=O)CSc2nc3ccccc3o2)c1C	-7.3%	-6.9%	-14.8%	-0.5%	-0.4%	3.0%	-5.2%	-10.8%&-13.2%	-0.1
O=C(NCCN1CCOCC1)c1ccc(Cl)c(S(=O)(=O)N2CCOCC2)c1	0.8%	33.5%	-9.3%	24.3%	-2.7%	17.7%	-2.7%	nt	0.3
CCc1ccccc1NCC(=O)Nc1ccc(Cl)c(C(F)(F)F)c1	-7.8%	5.9%	-13.1%	13.2%	-4.1%	7.5%	nt	8.3%	0.8
COc1ccc(OCC(=O)N(Cc2ccc(C)o2)C2CCS(=O)(=O)C2)cc1 (stereo not drawn)	-0.9%&-0.9%	-11.2%	-9.6%&0.0%	59.7%&-3.7%	-7.6%&1.9%	1.1%&1.2%	4.3%&4.2%	12.2%&-1.6%	-0.5&-0.1
Nc1nc(SCC(=O)Nc2cc(-c3ccccc3)nn2-c2ccccc2)n[nH]1	-2.0%	-2.3%	-11.2%	?	-8.9%	?	nt	17.0%	-0.5
O=c1cc(N2CCOCC2)c2ccccc2o1	0.9%	8.5%	-3.5%[60.1 µM]	0.1%	-8.9%	26.3%	nt	9.5%	0.1
CC1CCCCC1NC(=S)Nc1ccc(Cl)cc1Cl (stereo not drawn)	-5.9%	1.9%	0.3%	0.1%	-17.7%	40.0%[activator]	?	?	-1.0
Cc1ccc(N(C)C(=O)c2cnc(N3CCOCC3)c3ccccc23)cc1C	0.4%	nt	-13.1%[60.1 µM]	-10.8%	0.4%	20.7%	-2.4%	18.3%&-23.8%	-0.2
Cc1[nH]c2ccccc2c1C(c1ccncc1)N1CCC(C)CC1 (stereo not drawn)	-7.5%	13.7%	-4.4%	0.6%	-6.5%	140.3%[activator]	-4.2%	-26.8%	0.4
CCOc1ccc2ccccc2c1CNc1nnnn1CC	-4.2%	7.9%	-12.8%	13.2%	-4.8%	21.7%	3.2%	-9.3%	-0.3
COc1cccc(NC(=O)CCc2nnc3n(Cc4ccccc4Cl)c(=O)c4ccccc4n23)c1	-6.0%	nt	0.1%	-10.0%	-11.4%	22.8%	4.4%	0.0%	0.6
C=CCOn1c(=O)c(-c2ccc(OC)c(OC)c2)[n+]([O-])c2ccccc21	-5.9%	1.2%	-24.7%	16.7%	-17.5%	43.5%	2.4%	0.0%	1.7
Cc1cccc(NC(=O)C2CCN(S(=O)(=O)c3c(C)noc3/C=C/c3ccco3)CC2)n1	-4.6%	-5.7%	-7.5%	-0.2%	-11.0%	-3.4%	-0.3%	?	0.4
Cc1ccc(CN2COc3cc(C)c4c(oc(=O)c5ccccc54)c3C2)cc1	13.0%	nt	10.6%	41.6%	-13.9%	-9.7%	4.2%	7.1%	0.8
CC(=O)CSc1ncnc2sc3c(c12)CCCC3	1.1%	16.3%	-9.8%	10.6%	-21.8%	13.4%	17.6%	?	-0.7
CC(=O)c1ccc(NC(=O)CC2Nc3cccc4cccc(c34)NC2=O)cc1 (stereo not drawn)	?	-4.0%	?	?	-17.5%&-19.8%	?	6.9%&-27.1%	?	0.2&0.3
CN1CCN(S(=O)(=O)c2cc(C(F)(F)F)ccc2Cl)CC1	-0.6%	47.7%[activator]	1.8%	-0.3%	-2.8%	124.0%[activator]	-1.6%	-8.3%	-0.3
Cc1ccc(C(=O)NC(=O)OCCn2c(C)cnc2[N+](=O)[O-])cc1	-3.8%	0.3%	7.0%	-3.0%	-7.1%	5.1%	11.7%	15.2%	-0.2
CN(C)C(=O)c1ccc(S(=O)(=O)NCc2ccccc2Cl)s1	0.5%	nt	3.6%[60.1 µM]	-8.1%	-5.5%	11.5%	2.5%	1.3%	0.0
Cc1ccc(CNS(=O)(=O)c2ccc(F)c(C(=O)Nc3ccc(C)c(F)c3)c2)cc1	-8.8%	nt	2.3%[60.1 µM]	?	-2.6%	?	6.0%	-24.1%	0.2
Cc1ccc(S(=O)(=O)NC2CCCCC2)cc1	nt	-6.7%&4.7%	3.0%	nt	nt	61.3%[activator]	-4.0%	-4.1%	-0.4
COc1ccc(Cn2c(=O)oc3ccc(C)cc32)cc1OC	0.4%	-2.6%	-4.4%	-0.4%	-13.9%	7.3%	10.5%	0.0%	-0.1
O=C(Nc1cccc(Cl)c1)Nc1nc(-c2ccc(Cl)cc2)cs1	-2.2%	-2.5%	-5.0%	-0.6%	-6.8%	3.4%	-0.3%	-6.4%	0.6
COC(=O)Cn1c(=O)c2c(n(Cc3ccccc3)c1=O)N/C(=C/c1ccc(Br)cc1)C2=O	-8.9%	-6.5%	?	-20.1%	2.3%	?	6.9%	?	6.3
Cc1ccc(C)c(NC2=CC(=O)CC(C)(C)C2)c1C#N	-1.2%	-9.2%	9.6%	-4.5%	?	5.1%	3.4%	-17.2%	-0.4
CCOC(=O)CN1C(=O)C(Sc2n[nH]c(-c3ccccc3)n2)CCc2ccccc21 (stereo not drawn)	-4.2%	2.8%	-6.9%	1.1%	?	-23.4%	nt	-2.0%	0.4
COC(=O)[C@@]12CCCCN1[C@H](c1ccc(SC3CCCCC3)cc1)[C@H]1C(=O)N(C)C(=O)[C@H]12	nt	-21.7%	-18.7%	nt	nt	12.3%	-5.8%	-23.9%	0.4
Cc1ccc(NC(=O)Cn2c(=O)n(Cc3ccco3)c(=N)c3c4c(sc32)COC(C)(C)C4)cc1	-12.6%	-3.0%	-10.9%	0.1%	-21.5%	-10.7%	0.3%	111.8%[activator]	-0.4
O=[N+]([O-])c1ccc(CNc2cccc(F)c2)s1	-2.7%	5.5%	-20.3%	2.3%	?	58.9%[activator]	-9.5%	?	-0.7
O=C(NCc1ccco1)c1nc2nc(-c3cccs3)cc(C(F)(F)F)n2n1	-7.3%	-10.3%	?	?	307.3%[activator]	?	-4.6%	-19.1%	0.0
Cc1c(NC(=O)Nc2ccc([N+](=O)[O-])cc2)c(=O)n(-c2ccccc2)n1C	-2.7%	17.2%	4.2%	27.1%	-5.5%	26.1%	-2.4%	0.0%	0.5
O=C(CN1C(=O)S/C(=C/c2cccs2)C1=O)N1CCCC1	nt	9.4%	-9.7%	nt	nt	9.9%	-2.3%	3.1%	-0.1
CN(Cc1ccco1)c1cc(-c2cccc(NS(C)(=O)=O)c2)ncn1	5.1%	-5.3%	-4.5%[60.1 µM]	nt	nt	nt	nt	?	nt
CCCN(CC(=O)Nc1ccc(OC)c(OC)c1)CC(=O)Nc1ccc(F)c(F)c1F	-3.2%	-2.3%	-5.9%	-0.4%	-21.6%	86.2%[activator]	?	12.9%	0.4
Cc1ccc(C)c(S(=O)(=O)N2CCCC2CNC(=O)C(=O)NCc2ccccn2)c1 (stereo not drawn)	nt	-3.6%	-5.0%	nt	nt	18.2%	-6.4%	8.1%	-0.6
Cn1cc(S(=O)(=O)c2ccccc2)c(=O)c2cc(F)c(N3CCCC3)cc21	1.9%	nt	-4.3%	18.7%	-8.0%	-0.2%	4.4%	-11.2%	-0.9
COc1cccc(Oc2nc(N)ncc2[N+](=O)[O-])c1	-3.5%	0.0%	-2.1%	29.7%	-5.5%	11.8%	-5.6%	-16.1%	-0.3
Cc1ccc(N=C2NC(=O)/C(=C/c3cccn3C)S2)cc1	-6.7%	-4.3%	-17.1%	-0.7%	-23.9%	?	30.7%[activator]	?	0.8
CN1C(=O)CC(N2CCN(c3ccc(Cl)c(Cl)c3)CC2)C1=O (stereo not drawn)	-3.4%	0.3%	-19.2%	-22.2%	-18.3%	14.6%	-4.7%	0.0%	0.2
COc1ccc(NC(=O)Nc2ccc(Cc3ccncc3)cc2)cc1OC	-4.5%	1.4%	-8.1%	?	?	11.0%	1.9%	0.0%[57.4 µM]	-0.5
CC(=O)Nc1ccc(NC(=O)COc2ncnc3ccccc23)cc1	-4.8%	2.8%	17.6%	-12.6%	-3.8%	36.5%[activator]	15.4%	-14.8%	0.3
Nc1c(Cl)cc(NC(=O)c2ccccc2C(=O)O)cc1Br	5.0%	-3.5%	-15.4%	10.4%	-6.8%	79.1%[activator]	-11.6%	-10.0%	0.4
Cc1c(CC(=O)NCCCC(=O)O)c(=O)oc2c(C)c3oc4c(c3cc12)CCCC4	-5.3%	19.0%	-17.1%	11.0%	-2.8%	43.4%	-0.2%	239.3%[activator]	0.1
Cc1ccccc1C(=O)Nc1cc(S(=O)(=O)N2CCCCC2)ccc1N1CCN(C)CC1	3.6%	17.2%	5.6%	12.2%	-4.8%	114.1%[activator]	19.6%	-25.9%	0.4
CCNC(=O)CN1C(=O)NC2(CCOc3ccccc32)C1=O (stereo not drawn)	-0.9%	5.3%	-6.0%	-3.4%	-5.4%	-3.3%	-2.3%	3.7%	0.6
O=C(Nc1nc2ccccc2[nH]1)Nc1ccccc1F	-0.5%	11.9%	1.6%	?	1.7%	16.0%	15.0%	-13.2%	2.3

Some of the compounds tested, so the mix of outcomes need not match the whole.
